High-throughput results from PubChem BioAssay.
zfTRPN1 agonist – agonists of zebrafish TRPN1 channel; HEK293 zebrafish TRPN1-YFP, Fluo-8 calcium fluorescence; 100% = response to 87 µM carbachol; activation, % at 3 µM; 0.18% of 220,000 active; AID 1424;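 active means activation above its plate's cutoff, the mean activation of test wells on that plate plus 3 SD, cut at about 19% in these data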;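 further: 0% = DMSO alone and 100% = 87 µM carbachol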
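Material: zebrafish TRPN1-YFP in HEK293 cells. Doses: one dose of 3 µM, 0.3% DMSO. Incubation: dye 1 h 37 °C plus 30 min RT. Measured by: intracellular calcium fluorescence with Fluo-8.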
PERK inhibitor – inhibitors of human PERK kinase | CHO PERK-DD fusion, SEAP luminescence translation reporter | inhibition, % at 5.6 µM | Q9NZJ5 | 0.17% of 220,000 active;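 active means inhibition above the mean inhibition of all tested compounds plus 3 SD, set separately per screening campaign, cut at about 2.9% in these data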;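 further: PERK kinase domain activated by AP20187 dimerizer at 100 nM; 0% = DMSO with dimerizer and 100% = rapamycin at 8.4 µM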
S1P4 antag – antagonists of human S1P4 receptor; O95977; S1P4-expressing cells, antagonist mode, reporter read-out; inhibition, % at 4.98 µM; 0.26% of 220,000 active; in the data active means inhibition above about 29%;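 further: 0% = wells stimulated with agonist and 100% = vehicle wells without agonist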
Target sequence (O95977 whole entry, looked up): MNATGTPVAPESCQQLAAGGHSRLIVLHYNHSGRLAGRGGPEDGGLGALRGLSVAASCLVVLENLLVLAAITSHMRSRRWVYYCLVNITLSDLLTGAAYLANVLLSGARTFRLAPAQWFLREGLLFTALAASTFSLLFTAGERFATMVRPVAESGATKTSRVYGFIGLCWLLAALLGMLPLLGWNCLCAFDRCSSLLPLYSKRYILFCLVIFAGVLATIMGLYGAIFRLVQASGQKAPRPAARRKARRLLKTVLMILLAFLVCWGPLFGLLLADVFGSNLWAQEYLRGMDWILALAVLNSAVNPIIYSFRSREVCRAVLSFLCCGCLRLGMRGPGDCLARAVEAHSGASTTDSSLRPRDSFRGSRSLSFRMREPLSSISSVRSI
EP2 modulator – modulates human prostaglandin E2 receptor EP2 signaling; 0.83% of 260,000 active; induction, % at 25 µM; P43116; AID 940; EP2-expressing cells, cAMP HTRF FRET, PGE2 co-stimulation;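 active means compounds whose cAMP rise, as percent of the full-agonist control response, exceeds 60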;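 further: rat C6 glioma line stably carrying human EP2 under a CMV promoter; the protocol text gives 20 µM as final concentration; 100% = response of wells given 1 µM PGE2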
TRPML3 ag – activates the human TRPML3 channel | Q8TDD5 | HEK293 TRPML3-YFP, Fluo-8 calcium fluorescence; 100% = the carbachol control signal | activation, % at 3 µM | 0.29% of 220,000 active | AID 1448;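 active means activation above its plate's cutoff, the mean activation of the plate's test wells plus 3 SD, cut at about 12% in these data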;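 further: 0% = DMSO only wells and 100% = carbachol wells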
Target sequence (Q8TDD5 whole entry, looked up): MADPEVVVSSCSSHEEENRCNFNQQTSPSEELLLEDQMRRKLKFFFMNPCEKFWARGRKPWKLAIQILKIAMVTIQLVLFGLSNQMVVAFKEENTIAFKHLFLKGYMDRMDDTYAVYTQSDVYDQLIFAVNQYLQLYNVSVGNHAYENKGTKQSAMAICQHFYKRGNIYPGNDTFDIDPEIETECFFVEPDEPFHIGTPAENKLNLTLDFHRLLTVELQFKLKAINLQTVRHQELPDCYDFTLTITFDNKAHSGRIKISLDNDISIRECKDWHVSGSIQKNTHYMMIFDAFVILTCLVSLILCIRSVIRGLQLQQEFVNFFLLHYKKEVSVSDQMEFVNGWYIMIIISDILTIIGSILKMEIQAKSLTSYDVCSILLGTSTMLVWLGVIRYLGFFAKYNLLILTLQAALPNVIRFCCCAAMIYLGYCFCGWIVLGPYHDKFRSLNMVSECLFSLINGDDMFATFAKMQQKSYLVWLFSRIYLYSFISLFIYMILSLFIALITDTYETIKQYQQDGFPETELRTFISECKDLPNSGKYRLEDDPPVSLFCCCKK
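system = HEK293 cells stably carrying human TRPML3-YFP | doses = one concentration, 3 µM nominal, 0.3% DMSO | timing = dye loading 1 h 37 °C then 30 min ambient, 125 s read | detection = Fluo-8 calcium dye fluorescence, ex 470-495, em 515-575 nm | benchmarks = high control carbachol 87 µM, low control DMSO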
Ba/F3 V617F tox – lowers viability of Ba/F3 cells expressing EpoR and JAK2V617F; ATP luminescence; inhibition, % at 5.6 µM; 1.1% of 220,000 active;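 active means inhibition above the campaign mean plus 3 SD over all tested compounds, cut at about 24% in these data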;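 further: cytokine-independent growth of Ba/F3 cells driven by EpoR plus mutant JAK2; 0% = DMSO-treated cells and 100% = JAK inhibitor I control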
S1P4 ag – human S1P4 receptor agonism. O95977. AID 1509. S1P4-expressing cell line, agonist reporter assay. 0.35% of 220,000 active. activation, % at 4.98 µM; in the data active means activation above about 11%;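 further: 0% = DMSO vehicle and 100% = reference agonist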
BaF3 parental – parental Ba/F3 viability inhibition as JAK2V617F counter-screen; 1.1% of 220,000 active; inhibition, % at 5.6 µM; CellTiter-Glo ATP luminescence;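 active means inhibition above a per-campaign cutoff, the mean inhibition of all tested compounds plus 3 SD, cut at about 27% in these data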;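 further: 0% = DMSO wells and 100% = JAK Inhibitor I control wells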
m-calpain inh – inhibitors of pig calpain II; 0.37% of 220,000 active; purified calpain II, fluorogenic peptide substrate, 30 min; AID 1236; inhibition, % at 16 µM;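 active means inhibition above about 50%, limit read from the data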
* hit, by the source's call; . = no result given; & = joins results of further samples.

SMILES	zfTRPN1 agonist	PERK inhibitor	S1P4 antag	EP2 modulator	TRPML3 ag	Ba/F3 V617F tox	S1P4 ag	BaF3 parental	m-calpain inh
Cc1ccc(CSc2nnc(SCC(=O)N/N=C/c3ccc(C(=O)O)cc3)s2)cc1	0.3	0.9	2	20	0.5	-2	0.8	-5	6
Cc1ccc2nc(N3CCC(C(=O)O)CC3)nc(-c3ccccc3)c2c1	-0.1	1.1	-5	91*	0.6	-1	0.7	7	-181
COc1ccc(/C=N/NC(=O)CSCC(=O)Nc2ccccc2)cc1OC	-0.2	2.1	-5	-13	0.4	-5	1.3	-3	17
CCOC(=O)C1(CC2CC2)CCN(Cc2ccc(OC)cc2F)CC1	-1.1	0.3	-6	-56	0.7	-1	0.1	80*	17
O=C(Nc1cccc(S(=O)(=O)NC2=NCCCCC2)c1)c1cc(-c2ccco2)nc2ccccc12	0.9	-0.5	-12	-22	0.5	2	0.5	2	-61
CC(C)Oc1ccc(N2C(=O)c3ccccc3C2=O)cc1	0.3	1.2	-6	1	0.7	-3	-1.6	4	14
CCOc1ccc(S(=O)(=O)NCCC(=O)OCC(=O)c2ccc[nH]2)cc1	0.5	1.0	-1	-33	-1.8	5	-0.1	10	-62
COc1ccc(C(=O)Nn2c(CCC(=O)O)ccc2-c2ccc(C)cc2)cc1OC	-0.5	1.0	12	27	1.2	-1	1.9	5	-10
Cn1c(=O)c2c(nc(CN3CCN(c4ccccc4)CC3)n2Cc2c(F)cccc2Cl)n(C)c1=O	-1.7	-0.7	-13	71*	-0.1	-3	1.6	1	-10
CCNC(=S)N/N=C/c1ccc(F)cc1	-2.9	0.9	-16	-6	-0.1	2	1.4	1	14
NC(=O)c1cc2ccccc2o/c1=N/NC(=O)c1cccs1	0.0	0.8	-8	-31	0.7	1	-1.1	8	-5
O=C(CSc1nnc(-c2ccc(S(=O)(=O)N3CCCC3)cc2)o1)N1CCCC1	-0.2	0.2	0	.	1.1	2	2.3	5	.
Cc1nc2cc(NS(=O)(=O)c3ccc(Br)cc3)ccc2n1C	1.6	0.4	-3	-52	1.2	2	1.3	7	19
CN(C#N)c1nccc(-c2cccs2)n1	-1.4	1.0	5	-6	-0.7	0	-2.4	-2	-17
CCCCOc1ccc(C(=O)Nc2ccc(C)cc2[N+](=O)[O-])cc1	0.5	1.1	-27	-1	0.8	-1	-2.0	0	4
CCN(CC)c1ccc2cc(C(N)=O)c(=N)oc2c1	0.5	-0.6	-12	-15	0.8	5	6.0	-1	-148
Cc1ccc(-n2cc(C(=O)c3ccc(F)cc3)nn2)cc1Cl	-0.1	0.7	-15	23	0.1	2	0.3	9	7
O=C1Nc2ccc(S(=O)(=O)N3CCCC3)c3cccc1c23	0.3	-0.4	-1	-66&-5	0.9	-5	-3.4	3	-496
CC(=O)N1C(=O)C2(C(C#N)=C(N)Oc3c2c(C)nn3-c2ccccc2)c2ccccc21 (configuration not stated)	0.4	2.0	-5	-17	-0.8	0	0.3	3	11
O=C1C=C(Nc2ccc(O)cc2)CC(c2ccco2)C1 (configuration not stated)	0.1	-0.1	-11	-21	0.3	1	0.5	3	14
COc1ccc(CN(C)C(=S)Nc2ccc(OC(F)F)cc2)cc1	-0.3	0.0	6	-31	0.8	1	-0.5	3	-8
Cc1ccc(-c2nc(SCC(=O)NCC3CCCO3)c(-c3ccc(Cl)cc3)[nH]2)cc1 (configuration not stated)	0.7	0.1	-6	-38	0.6	1	0.9	4	6
Cc1ccc(/C=N/NC(=O)c2cc(C)oc2C)o1	0.2	0.7	7	-14	0.0	-1	0.9	2	-17
Cc1cc(NC(=O)COC(=O)c2cccc(OCc3ccccc3)c2)no1	1.4	0.9	-9	21	-0.2	-1	1.0	9	18
O=C(NCc1ccco1)C(NS(=O)(=O)c1cccc2nsnc12)c1ccccc1 (configuration not stated)	1.2	-0.4	10	14	0.0	-2	-0.2	11	5

Part of the list above, bar-delimited.
molecule | zfTRPN1 agonist | PERK inhibitor | S1P4 antag | EP2 modulator | TRPML3 ag | Ba/F3 V617F tox | S1P4 ag | BaF3 parental | m-calpain inh
Cn1c(=O)c2c(nc(CN3CCN(c4ccccc4)CC3)n2Cc2c(F)cccc2Cl)n(C)c1=O | -1.7 | -0.7 | -13 | 71* | -0.1 | -3 | 1.6 | 1 | -10
CCOC(=O)C1(CC2CC2)CCN(Cc2ccc(OC)cc2F)CC1 | -1.1 | 0.3 | -6 | -56 | 0.7 | -1 | 0.1 | 80* | 17
CCNC(=S)N/N=C/c1ccc(F)cc1 | -2.9 | 0.9 | -16 | -6 | -0.1 | 2 | 1.4 | 1 | 14

Further records follow.
SMILES	zfTRPN1 agonist	PERK inhibitor	S1P4 antag	EP2 modulator	TRPML3 ag	Ba/F3 V617F tox	S1P4 ag	BaF3 parental	m-calpain inh
CCCCOC(=O)c1cccnc1	0.6	2.7	5	3	0.8	-6	-0.5	0	9
CN(C)CCOc1nc(-c2ccccc2)nc2c1oc1ccccc12	2.7	-0.1	-20	-11	1.0	2	-0.6	1	-12
CC(C)N1CCc2c(sc(NC(=O)c3ccc(S(=O)(=O)N4CCc5ccccc54)cc3)c2C(N)=O)C1	5.8	0.6	13	-54	1.9	-1	-0.8	0	6
CC(=O)c1sc(NC(=O)c2ccccc2F)nc1-c1ccccc1	-0.4	-0.1	-16	-18	0.2	-2	1.2	4	4
CCOc1ccc(-c2c(C(=O)N/N=C/c3ccc(OC(C)C)cc3)nnn2-c2nonc2N)cc1	1.8	0.1	-4	24	1.0	5	0.9	7	-68
Cc1cc(=O)[nH]c(SCC(=O)Nc2ccc(S(=O)(=O)N3CCOCC3)cc2)n1	1.0	-0.7	-5	19	-0.2	3	-1.6	1	4
Cc1c(Cl)ccc2c(C(=O)O)cc(-c3ccccc3)nc12	0.4	2.2	10	4	0.4	-5	1.1	4	18
O=c1c(C=NCCCO)c(-c2ccccc2)[nH]n1-c1nc2ccccc2s1	-0.6	-0.6	-9	-53	0.3	-2	0.7	1	-32
CCCn1c(=O)c(-c2ccccc2)c(O)c2ccccc21	-0.1	1.8	4	19&3	-0.7	-2	-1.4	2	-8
Cc1noc(C)c1COC(=O)[C@@H](NC(=O)c1ccccc1Cl)C(C)C	0.2	-0.1	-14	16	0.3	5	1.7	9	9
CC1=C(CCN2CCN(C(C)C)C(CCO)C2)C(C)(C)CCC1 (configuration not stated)	0.3	-0.3	-17	-9	0.6	0	1.8	7	-6
O=C(COC(=O)CCC(=O)c1cccs1)NC1CC1	1.3	0.3	-6	-18	0.9	4	-0.8	6	-22
Cc1ccc(C)c(S(=O)(=O)N=Nc2c(O)[nH]c3ccccc23)c1	0.8	1.2	5	15	-0.2	2	2.5	6	15
CC1CCc2cc(F)ccc2N1C(=O)CSc1nnc2c(n1)[nH]c1ccc(F)cc12 (configuration not stated)	0.3	-0.3	-4	-4	0.2	2	0.9	4	4
CC1CCc2nn(CC(=O)NC3CCCC(C)C3C)cc2C1 (configuration not stated)	1.4	-0.8	4	-5	0.4	0	0.8	2	-20
CCOC(=O)c1c(/N=C/C2C(=O)CC(C)(C)CC2=O)sc(C)c1C	-1.0	-0.4	-21	36	-0.2	1	-0.7	7	18
CC1CN(c2nc3ccccn3c(=O)c2/C=C(\C#N)C(N)=O)CC(C)O1 (configuration not stated)	-0.2	-0.3	-4	2	-0.5	-1	-1.5	-2	-41
O=C(Cc1ccccc1)NN1C(=O)/C(=C/c2ccc(C(=O)O)cc2)SC1=S	0.0	2.0	9	-20	0.2	-8	-1.0	6	6
COC(=O)c1ccc(CO/N=C/c2ccc(OC)cc2)o1	0.4	1.3	1	24	-0.4	-4	1.4	6	-19
CCc1cc(=O)oc2cc(C)cc(OCC(=O)C(C)(C)C)c12	-3.1	-0.1	0	31	-1.9	3	0.4	4	-381
CO/N=C\c1cc(C(=O)c2ccc(Cl)cc2Cl)cn1C	-3.2	0.9	-12	-5	-0.5	7	1.2	9	32
Cc1cccc(NC(=S)NC2CC3C=CC2C3)c1 (configuration not stated)	1.0	0.8	12	-31	0.7	-2	-0.2	-3	5
Brc1ccc(C2=NC(Cc3ccccc3)CO2)cc1 (configuration not stated)	-0.8	-0.3	-16	8	0.2	3	1.0	7	12
Cc1ccc(NC(=O)C2CCN(S(=O)(=O)c3ccccc3)CC2)cc1	5.7	-0.3	-13	-32	1.5	1	5.1	7	3
Cc1ccc(N(CC(=O)N/N=C/c2ccc(OC3CSC3)cc2)S(=O)(=O)c2ccccc2)cc1	0.5	0.9	4	76*	0.2	-4	-0.9	-1	15

Next records follow:
SMILES	zfTRPN1 agonist	PERK inhibitor	S1P4 antag	EP2 modulator	TRPML3 ag	Ba/F3 V617F tox	S1P4 ag	BaF3 parental	m-calpain inh
Cc1ccc(CN2C(=O)CCC2C(=O)NCCCN2CCCCC2C)cc1 (configuration not stated)	1.0	0.7	-10	20	0.1	-3	1.3	3	5
Cc1ccc2[nH]c(-c3ccccc3)cc(=O)c2c1	1.0	0.0	25	-4	0.2	86*	2.0	81*	-56
O=C(CCN1CCN(c2ccccc2F)CC1)Nc1ccc2c(c1)OCO2	1.1	-0.3	-20	3	0.8	0	0.1	2	12
CCOC(=O)N1CCC(NCCNC(=O)c2cccs2)CC1	1.0	0.0	-22	8&11	0.3	0	1.0	3	-199
COc1cc(O)cc(O)c1C(=O)/C=C/c1ccccc1	-0.1	0.4	5	-7	0.2	-2	-0.9	-5	26
Fc1cccc(Cc2noc(CN3CCN(C4CCc5ccccc5C4)CC3)n2)c1 (configuration not stated)	0.0	-0.2	-4	-53	1.4	5	1.0	7	33
O=C(NCc1ccco1)c1cccnc1-c1nc2ccccc2s1	-0.5	-0.5	6	25	0.1	-1	0.8	7	8
Cc1cccc(OCCCCCn2ccnc2)c1C	1.2	-0.2	-15	15	0.3	-1	-0.1	5	-9
O=C(CSc1nnc(COc2ccccc2F)n1-c1ccccc1)NC1CCS(=O)(=O)C1 (configuration not stated)	-0.6	1.0	-1	-14	0.3	0	0.4	5	10
Cc1ccccc1NC(=S)N(Cc1cccs1)C1CCCCC1	1.2	0.4	-23	54	-0.1	0	0.1	3	-2
Cc1oc(-c2ccc(Cl)cc2)nc1CN1CCC(C(=O)N2CCc3ccccc3C2)CC1	0.6	-0.1	2	-58	0.5	-4	-1.3	3	-47
COc1ccc(NC(=O)c2ccc(CNc3c(NC4CCCCC4)c(=O)c3=O)cc2)cc1OC	-0.2	-0.8	-55	1	0.3	0	1.5	4	-63
COc1ccc(-c2nnc(SCC(=O)c3cccs3)o2)c(OC)c1	0.8	0.6	-23	0	0.7	-3	-1.3	7	3
O=C(CCn1c(=O)[nH]c2ccsc2c1=O)N1CCN(Cc2ccc3c(c2)OCO3)CC1	1.0	0.2	-8	22	1.0	0	0.0	5	-19
CC(=O)Nc1ccc(S(=O)(=O)NNC(=O)C(=O)NNc2ccccn2)cc1	0.1	0.0	1	17	0.4	-3	0.1	-3	15
Cc1cccc(N2CCN(C(=O)Cn3sc4nc(C)cc(C)c4c3=O)CC2C)c1 (configuration not stated)	2.9	0.0	7	-10	1.8	-2	-0.6	3	-48
COc1ccccc1OCC(=O)NCc1ccco1	0.2	0.9	-1	5	0.2	4	1.7	10	-10
CCOc1ccc(N2C(=O)c3ccc(C(=O)OCC(=O)N(CC)C4CCS(=O)(=O)C4)cc3C2=O)cc1 (configuration not stated)	0.7	1.3	-4	-30	0.0	3	2.4	8	-10
